# Screens (PubChem)
# L3MBTL1 block – L3MBTL1 (human) inhibition; AlphaScreen L3MBTL1–H3K9me1 peptide binding; Potency, µM (highest dose often 57.1 µM), without a hit: at the highest dose activity, negative = inhibition, actives largely listed as inhibitors; 230,000 tested, 0.66% active; note: % is set by controls: 0 for no effect and ±100 for the full control effect; nearly all actives have a fitted effect of over 60% in size
#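 AlphaScreen proximity signal between nickel-chelate acceptor and streptavidin donor beads (final 10 ug/mL) reports binding of 50 nM L3MBTL1 to 75 nM biotin-H3 K9me1 peptide; complex incubated with compounds 30 min at room temperature; cefsulodin titration as control.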
# Luc counter – counter-screen: inhibitors of Kinase-Glo firefly luciferase; Q27757; Kinase-Glo luciferase, ATP luminescence, 8 min; Potency, µM (doses to about 38.3 µM), for the others: at the highest dose activity change, negative = inhibition, actives largely listed as inhibitors; 200,000 tested, 0.28% active; note: % is set by controls: 0 for no effect and ±100 for the full control effect; nearly all actives have a fitted effect of over 60% in size
#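 Light output from Kinase-Glo luciferase with luciferin and 10 uM ATP in 50 mM imidazole pH 7.2, KCl, MgCl2, Tween 20, BSA; compound pin-delivered, 8-min ambient incubation, then luminescence read.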
# Tau fibril ThT – blocks human tau fibril formation measured by thioflavin T. recombinant tau K18 P301L (four-repeat tau fragment), heparin-induced fibrillization, ThT fluorescence. Potency, µM (highest dose often 57.4 µM), inactives show at the highest dose activity, negative = inhibition, hits mostly inhibitors. P10636. 270,000 tested, 2.1% active; note: % is set by controls: 0 for no effect and ±100 for the full control effect; nearly all actives have a fitted effect of over 55% in size
# Target sequence (P10636 561-689 P618L limits assumed): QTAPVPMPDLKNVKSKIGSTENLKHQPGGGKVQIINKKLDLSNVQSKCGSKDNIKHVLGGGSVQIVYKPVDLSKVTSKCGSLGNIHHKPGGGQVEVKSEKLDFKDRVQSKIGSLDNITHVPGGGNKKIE
#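 Recombinant human tau K18 fragment […] carrying P301L, 15 uM unlabeled plus 0.24 uM Alexa 594-labeled, was fibrillized with 20 uM heparin in 100 mM sodium acetate pH 7 for 6 hr at 37 C; 30 uM ThT fluorescence read after 1 hr.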
# RECQ1 inh – inhibitors of human RECQ1 DNA helicase | AID 2549 | RECQ1 DNA unwinding, red fluorescence kinetic read | Potency, µM (top dose mostly 57.3 µM), without a hit: top-dose activity, negative = inhibition, actives largely listed as inhibitors | 240,000 tested, 0.54% active;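 note: plate controls were vehicle for no effect and no enzyme for full effect; nearly all actives have a fitted effect of over 30% in size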
#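 RECQ1T1 50 nM; forked duplex (20 bp + 30-nt ss tails) 200 nM, ATP 2 mM final; pH 8.0, 2 mM MgCl2, 2.5 ug/ml poly(dI-dC); 15 min compound preincubation; discontinuous kinetic read over 2 h at RT.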
# SMN2 splice enh – enhancers of SMN2 splice variant expression; HEK293 SMN2-luciferase splicing reporter, luminescence, 30-36 h; Potency, µM (doses to about 46.1 µM), for inactives: at the top dose activity change, positive = activation, actives largely listed as activators; 210,000 tested, 2.8% active; AID 1458; note: % of control where 0% means no effect; nearly all actives have a fitted effect of over 55% in size
#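 HEK293 cells carry an SMN2 minigene-luciferase reporter in which exon 7 inclusion puts luciferase in frame. Cells were seeded at 2000 cells/well, attached for 10-12 hours, then exposed to compounds for 30-36 hours at 37C before ONE-Glo luminescence.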
# ALDH1A1 inh – ALDH1A1 (human) enzyme inhibition; 220,000 tested, 7.3% active; Purified ALDH1A1, NADH fluorescence, propionaldehyde substrate; Potency, µM (titrated, usually from 75.3 µM), for the others: top-dose activity, negative = inhibition, hits mostly inhibitors; P00352; active = well fitted inhibition curve with a large enough effect, not every such curve was filed as active; inconclusive = small, poorly fitted or top-dose-only effect, or another doubt; inactive = no such curve, though single readings can be large or run the other way;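 note: plate controls were no enzyme wells and a reference inhibitor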
# Target sequence (P00352 whole entry, looked up): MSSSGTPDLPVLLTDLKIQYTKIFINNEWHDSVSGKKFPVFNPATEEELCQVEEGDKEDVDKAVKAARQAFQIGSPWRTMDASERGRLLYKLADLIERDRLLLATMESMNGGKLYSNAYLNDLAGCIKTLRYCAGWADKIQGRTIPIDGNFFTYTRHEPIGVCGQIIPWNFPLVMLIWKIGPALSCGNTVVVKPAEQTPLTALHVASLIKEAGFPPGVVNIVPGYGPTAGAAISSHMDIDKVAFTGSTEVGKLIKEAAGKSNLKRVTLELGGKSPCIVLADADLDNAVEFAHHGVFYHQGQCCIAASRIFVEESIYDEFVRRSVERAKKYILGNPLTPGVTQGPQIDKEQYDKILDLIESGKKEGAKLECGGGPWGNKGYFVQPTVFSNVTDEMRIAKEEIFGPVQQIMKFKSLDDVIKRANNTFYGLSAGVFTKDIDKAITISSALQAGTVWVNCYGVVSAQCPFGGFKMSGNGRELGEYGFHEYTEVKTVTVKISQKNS
# LMNA splice mod – modulators of lamin A splicing; 200,000 tested, 0.01% active; HeLa LMNA splicing GFP/RFP minigene ratio, 48 h; Potency, µM (titrated, usually from 46.1 µM), for inactives: top-dose ratio change, negative = inhibition, actives largely listed as inhibitors; AID 1487; active = well fitted inhibition curve with a large enough effect in the signal ratio, with a control signal flat, not every such curve was filed as active; inconclusive = small, poorly fitted or top-dose-only effect, or effect the other way, or a change in a side signal; the % refers to the signal ratio; note: % is set by controls: 0 for no effect and ±100 for the full control effect
#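 S3 HeLa cells stably expressing lamin A-EGFP splicing minigene plus DsRed2, 600 cells/well, 48 h compound exposure at 37C. Laser-scanning cytometry; analysed as GFP (500-530 nm)/RFP (575-640 nm) total intensity ratio; 0.5% DMSO vehicle.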
# KDM4E inh – inhibitors of human JMJD2E histone demethylase. 230,000 tested, 1.6% active. Potency, µM (series often up to 57.1 µM), without a hit: at the top dose activity change, negative = inhibition, actives largely listed as inhibitors. AID 2147. JMJD2E catalytic domain, FDH-coupled NADH fluorescence (FDH is formaldehyde dehydrogenase); active = well fitted inhibition curve with a large enough effect, not every such curve was filed as active; inconclusive = small, poorly fitted or top-dose-only effect, or another doubt; inactive = no such curve, though single readings can be large or run the other way;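 note: 0% = wells with enzyme and -100% = buffer wells without enzyme; nearly all actives have a fitted effect of over 50% in size; many of its hits are not listed in these tables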
# Target sequence (B2RXH2 1-337 limits assumed): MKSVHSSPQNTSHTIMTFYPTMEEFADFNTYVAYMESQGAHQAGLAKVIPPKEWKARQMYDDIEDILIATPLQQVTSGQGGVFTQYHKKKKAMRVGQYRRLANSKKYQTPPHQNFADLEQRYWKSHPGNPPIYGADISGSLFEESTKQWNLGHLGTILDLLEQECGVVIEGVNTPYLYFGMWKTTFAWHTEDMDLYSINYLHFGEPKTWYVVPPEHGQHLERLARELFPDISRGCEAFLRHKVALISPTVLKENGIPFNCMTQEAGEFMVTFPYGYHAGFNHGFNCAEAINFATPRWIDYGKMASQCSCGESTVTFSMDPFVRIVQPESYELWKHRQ
# * hit, by the source's call; i = inactive; u = inconclusive; x = not tested or not shown; [ ] = another dose, or the depositor's remark. Unless noted, calls come from the whole dose curve; as a rule, active = well fitted curve in the direction sought with a large enough effect; inconclusive = small, poorly fitted or top-dose-only effect, or another doubt; inactive = no such curve, though single readings can be large; an effect the other way counts as inactive or inconclusive. Potency is the fitted concentration of half-maximal effect.
molecule	ALDH1A1 inh	RECQ1 inh	LMNA splice mod	SMN2 splice enh	L3MBTL1 block	Luc counter	KDM4E inh	Tau fibril ThT
Cn1nc(OC(=O)Nc2ccccc2)cc1C(F)(F)F	9%	2%	1%	17%	-2%	-9%	-6%	2%
COc1ccc(Nc2nc(N)nc(CSc3nnc(N)s3)n2)cc1	10%	i	3%	25%	x	-6%	-5%	-10%
Oc1ccc(NCc2cccc(OCc3ccc(F)cc3)c2)cc1	u	u	u	x	u	-4%	-2%	22µM*
O=C(NC(c1ccccc1)c1cc(Cl)c2cccnc2c1O)c1cccnc1 (configuration not stated)	-10%	-2%	-16%	-119%[inhibitor]	8%	-3%	-4%	-10%
O=C(COC(=O)c1ccccc1NS(=O)(=O)c1ccc(Cl)cc1)NCc1ccccc1	u	5%	u	-72%[inhibitor]	-7%	6%	2%	-5%
COc1ccc(C(=O)N(Cc2ccco2)Cc2cccs2)c(O)c1	13µM*	-7%	1%	x	x	-6%	7%	7%
CCn1ccc(C(=O)Oc2ccc(Cl)cc2)n1	5%	-10%	-6%	-11%	2%	-3%	3%	-12%
O=c1[nH]c(C2CCN(S(=O)(=O)c3ccccc3)CC2)nc2c1nnn2Cc1ccccc1	u	-15%	x	x	2%	x	9%	-9%
Cc1occc1-c1n[nH]c(=S)n1-c1ccccc1	2%	-9%	8%	-1%	9%	-3%	10%	0%
Cc1cc(C)cc(Oc2nn[nH]n2)c1	8%	2%	3%	-17%	6%	-1%	-3%	-2%
Fc1ccc(Nc2ccc(-c3ccc(F)cc3)nn2)cc1	-2%	-5%	x	x	-21%	-3%	3%	-3%
CC(=O)NC(Cc1c[nH]c2ccccc12)C(=O)N1CCc2ccccc2C1 (configuration not stated)	4%	-4%	1%	6%	3%	-2%	2%	-11%
Cc1ccc(NC(=O)CO/N=C/c2ccccc2C)c(C)c1	13%	-4%	x	-18%	x	-1%	-4%	-14%
CC(C)c1ccccc1NC(=O)COc1ccc(C(=O)NCCc2ccccc2)cc1	0%	1%	u	-105%[inhibitor]	10%	3%	-1%	-10%
CCNC(=O)C(C)Oc1ccc(Cl)cc1Cl (configuration not stated)	-13%	-9%	x	u	-9%	1%	-1%	2%
O=C(Nc1nc(-c2ccco2)c(-c2ccco2)s1)C1CC(=O)N(c2ccc3c(c2)OCCO3)C1 (configuration not stated)	1.1µM*	7.9µM*	11%	-8%	u	-4%	u	14µM*
O=C(CCc1ccccc1)NNC(=O)C12CC3CC(CC(C3)C1)C2	-15%	-14%	5%	6%	4%	1%	6%	-2%
COc1cccc(-n2c(COc3ccccc3C)nnc2SCC(=O)O)c1	0%	-9%	1%	3%	0%	-3%	12%	-1%
CC(C)NC(=S)N/N=C/c1cc(Br)ccc1O	u	-15%	u	4%[1.84 µM]	u	-1%	25µM*	-12%
CCCC(C)C(=O)Nc1cccc(NC(C)=O)c1 (configuration not stated)	-3%	18%	1%	28%	x	-4%	9%	-3%
C=CCN(c1ccccc1C(=O)NCC(=O)OCC)S(=O)(=O)c1ccc(C)cc1	4%	-4%	14%[46 µM]	x	2%	x	-2%	-3%
CCOC(=O)c1c(C)[nH]c(C(=O)CSc2nnnn2-c2ccc(C)cc2)c1C	3%	-2%	-5%	2%	8%	-1%	0%	-9%
COc1ccc(C(=O)Nc2nc(-c3cccs3)c(NC(C)=O)s2)cc1	u	4%	4%	0%	11%	6%	u	-16%
CCOC(=O)c1cccc(N2C(=O)C3C(C(=O)NC4CC4)C4(C)C=CC3(O4)C2C(=O)NC(C)(C)C)c1 (configuration not stated)	14%	-13%	-1%	-32%[inhibitor]	x	-1%	1%	-3%
Brc1ccc2c(c1)C(C1=NCCN1)c1ccccc1CS2 (configuration not stated)	3%	15%	u	-9%	10%	-3%	2%	-4%
CCN1CCN(C(c2ccccc2)c2nnnn2Cc2ccccc2)CC1 (configuration not stated)	-1%	-4%	4%	9%	7%	6%	-3%	-12%
C/C=C/c1ccc(OCCCCOc2c(OC)cccc2OC)c(OC)c1	-8%	-1%	-9%	-31%[inhibitor]	26%	-3%	6%	8%
O=c1nc(NCc2ccccc2Cl)cn[nH]1	u	-1%	2%	-28%	x	1%	0%	-8%
Cc1cc(=O)n2c(nc3ccccc32)[nH]1	u	-5%	5%	-48%[inhibitor]	0%	5%	u	-14%
Cc1cc(C)c(C)c(S(=O)(=O)NCC(=O)Nc2sc3c(c2C(N)=O)CCCC3)c1C	u	i	-10%	-10%	x	0%	8%	u
CCc1ccc(Nc2cc(=O)n(C3CCCCC3)c(=O)[nH]2)cc1	1.3µM*	-1%	u	6%	9%[11.4 µM]	-1%	-9%	-15%
CCC1(c2ccccc2)NC(=O)N(CC#N)C1=O (configuration not stated)	-3%	6%	u	-1%	35%	1%	1%	-3%
O=c1[nH]c2ccccc2n2c(=S)[nH]nc12	0%	i	-1%[46 µM]	x	5%	x	-41%	-8%
CCOc1ccc(N2CC(C(=O)Nc3ccc(S(=O)(=O)N4CCOCC4)cc3)CC2=O)cc1 (configuration not stated)	10%	i	-2%	-3%	-1%	-1%	6%	0%
CC(C)OC(=O)CCCNc1ccc([N+](=O)[O-])cc1[N+](=O)[O-]	u	1%	-9%	4%	-8%	0%	4%	-16%
O=C(COC(=O)C1CCN(S(=O)(=O)c2cccc3cccnc23)CC1)c1ccccc1	5%	-19%	-20%	-14%	-1%	3%	4%	-6%
Cc1cc(C)c2nc(-c3ccccn3)cc(C(=O)NCc3ccc(S(N)(=O)=O)cc3)c2c1	u	i	u	-12%	-4%[11.4 µM]	0%	u	-4%
O=C(Nc1cccnc1)c1sc2cccc(F)c2c1Cl	u	i	u	u	-4%	0%	-3%	-17%
CCOC(=O)c1cc(-c2ccco2)nc2c1c(C)nn2CCC#N	u	-10%	u	-13%	-5%	1%	u	u
CN1C(=O)/C(=C/C=C2\SCCN2C)OC1=S	u	i	0%[46 µM]	13µM*	-3%	0%	-8%	u
Cc1ccc(NCN2C(=O)C3CC=CCC3C2=O)cc1 (configuration not stated)	u	0%	-6%	14%	-6%	-2%	4%	-13%
Cc1cc2ncn(/N=C/c3cccnc3)c2cc1C	6%	11%	u	-14%	7%	-1%	-4%	0%
CCOC(=O)C1(CCOc2ccccc2)CCN(Cc2nccn2CC)CC1	-3%	i	x	x	-27%	x	4%	-6%
COCC(=O)Nc1ccc([N+](=O)[O-])cc1C	11%	-10%	-1%	1%	4%	2%	0%	9%
C=C(C)c1cccc(C(C)(C)NC(=O)Nc2ccc(C)cn2)c1	3%	1%	u	30%	u	0%	0%	u
CC(Cc1cccnc1)NC(=O)CCc1nnc(-c2ccccc2)o1 (configuration not stated)	5%	-16%	25%[46 µM]	x	6%	1%	-3%	11%
Cc1nc(-c2ccccn2)sc1C(=O)Nc1ccc(F)cc1	-2%	i	-4%	13%	0%	-1%	-21%	-4%
Nc1cc2c(cc1C(=O)c1cccc(Br)c1)OCCO2	-42%	-1%	x	x	u	4%	2%	u
COC(=O)c1cc(C(=O)OC)cc(-n2c(C)cc(C=O)c2C)c1	u	i	-25%[46 µM]	7%	-1%	1%	-9%	-4%
NS(=O)(=O)c1ccc(CCNC(=S)Nc2ccc(F)cc2)cc1	-7%	i	x	-15%	-6%	3%	9%	7%
O=C(c1ccccc1)C1O[C@H]1c1ccccc1 (some centres not stated)	0%	-5%	x	0%	x	0%	-2%	1%
CC(=O)Nc1nc2ccccc2n1Cc1ccccc1	8%	-5%	-2%	-6%	-1%	-4%	0%	-7%
CC1(C)Cc2nc3sc(C(=O)NCCO)c(N)c3cc2CO1	u	-2%	0%	u	-3%	-8%	2%	0%
Cc1ccc(NC(=O)CC2SC3=NCCCN3C2=O)c(C)c1 (configuration not stated)	1µM*	i	-4%	9%	x	2%	-4%	u
Cc1c(NC(=O)c2ccc(N(C)S(=O)(=O)c3ccccc3)cc2)c(=O)n(-c2ccccc2)n1C	9%	-7%	-10%[9.22 µM]	-45%	x	2%	3%	0%
COc1cccc(C2/C(=C(\O)c3ccc4c(c3)OCO4)C(=O)C(=O)N2CCN(C)C)c1OC (configuration not stated)	22µM*	-12%	9%	17%	-15%	-5%	u	-10%
C/C=C/Cn1c(SCc2ccc(Cl)cc2)nc2c1c(=O)[nH]c(=O)n2C	u	-4%	u	-19%	2%	-4%	2%	-13%
CCOc1ccc(C(=O)NCC(=O)OCC(=O)N2CCCCC2)cc1	6%	i	-1%	-8%	x	-3%	9%	-7%
O=C(c1cccc(C(=O)N2CCN(c3ccccc3)CC2)c1)N1CCN(c2ccccc2)CC1	-8%	-3%	u	-29%	0%	0%	6%	u
CC1(C)C(OC(=O)CCC(=O)O)CC[C@]2(C)C1CC[C@@]1(C)C2C(=O)C=C2[C@@H]3C[C@@](C)(C(=O)O)CC[C@]3(C)CCC21C (some centres not stated)	0%	-5%	x	8%	x	-1%	1%	-13%
CNC(=S)Nc1cccc(S(=O)(=O)NC2=NCCC2)c1	-9%	4%	17%[9.22 µM]	-9%	x	0%	-5%	-5%
O=C(COc1ccccc1[N+](=O)[O-])NCCC1=CCCCC1	u	-2%	x	-13%	7%	-7%	1%	-15%
Cn1cccc1C(=O)N1CCC2(CCCN(C(=O)Nc3cccc(F)c3)C2)CC1	-12%	-3%	x	-11%	x	0%	x	x

# This is a subset; the hit share may differ from the screen's.
